UGM FP inh – M. tuberculosis UGM enzyme inhibitors, primary screen, biochemical, fluorescence polarization, single point. inhibition, % at 10 µM. purified UGM, fluorescence polarization probe displacement. 320,000 tested, 0.06% active; in the data active = inhibition above about 10%, passing the limit was not always enough; inconclusive = no clear call, values can overlap the other calls
MazF activator – activators of E. coli MazEF toxin-antitoxin RNase, primary screen, biochemical, fluorescence, uHTS | 350,000 tested, 0.32% active | activation, % at 20 µM | Endoribonuclease toxin MazF (Escherichia coli (strain K12)), P0AE70 | FAM/BHQ RNA-DNA oligo cleavage fluorescence, 5 h; in the data active = activation above about 50%
Target sequence (P0AE70 whole entry, looked up): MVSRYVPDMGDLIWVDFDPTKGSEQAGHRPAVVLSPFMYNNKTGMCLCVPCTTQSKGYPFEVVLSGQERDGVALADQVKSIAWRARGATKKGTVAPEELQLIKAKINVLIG
BioA inh – M. tuberculosis BioA enzyme inhibitors, primary screen, biochemical, plate reader, single point, HTS; 7,8-diaminopelargonic acid synthase BioA (Mycobacterium tuberculosis); purified M. tuberculosis BioA enzyme; inhibition, % at 9.99 µM; 360,000 tested, 0.096% active; AID 602481, 2012; in the data active = inhibition above about 40%; inconclusive = no clear call, values can overlap the other calls
GDH-TPI inh – GDH-TPI coupling enzyme inhibitors, primary screen, artefact control for M. tuberculosis FBA inhibitor project, biochemical, absorbance, full deck | GDH-TPI coupled enzyme counterscreen, NADH absorbance | inhibition, % at 4.8 µM | 360,000 tested, 1.2% active | AID 588335, 2011;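 also: 0% = DMSO wells and 100% = wells lacking the enzyme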
DUSP3 inh – VHR1 phosphatase inhibitors, primary screen, biochemical, absorbance, uHTS. Dual specificity protein phosphatase 3 (Homo sapiens), P51452. 290,000 tested, 0.52% active. recombinant VHR phosphatase, pNPP absorbance. inhibition, % at 13.3 µM; in the data active = inhibition above about 50%; also: some compounds called inactive have numbers as strong as hits
Target sequence (P51452 whole entry, looked up): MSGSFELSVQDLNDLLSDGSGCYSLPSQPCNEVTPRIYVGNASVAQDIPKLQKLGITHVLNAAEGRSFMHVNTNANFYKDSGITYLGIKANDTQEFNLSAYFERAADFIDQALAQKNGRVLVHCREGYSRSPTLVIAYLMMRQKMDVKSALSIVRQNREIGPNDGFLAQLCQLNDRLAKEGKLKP
FadD28 binding – inhibitors of FadD28 bisubstrate probe binding, primary screen, biochemical, fluorescence polarization, single point; inhibition, % at 12.5 µM; Mycobacterium tuberculosis FadD28 fatty-acid-AMP ligase; 360,000 tested, 0.22% active; in the data active = inhibition above about 8.5%, passing the limit was not always enough; inconclusive = no clear call, values can overlap the other calls
CCHFV vOTU inh – CCHFV vOTU protease inhibitors, primary screen, biochemical, Pep-AMC substrate, fluorescence; 370,000 tested, 0.55% active; AID 651958, 2012; inhibition, % at 11.5 µM; Crimean-Congo hemorrhagic fever virus L polyprotein viral ovarian tumor (vOTU) protease …; also: 0% = vehicle wells with enzyme and 100% = no enzyme wells
Rv3671c protease – Rv3671c serine protease inhibitors, primary screen, biochemical, fluorescence polarization, M. tuberculosis H37Rv; 320,000 tested, 0.048% active; inhibition, % at 5.96 µM; in the data active = inhibition above about 38%;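 also: extracellular domain of Rv3671c used as enzyme; 0% = enzyme with DMSO and 100% = no enzyme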
Target sequence (P9WHR9 whole entry, looked up, the tested form may be a part): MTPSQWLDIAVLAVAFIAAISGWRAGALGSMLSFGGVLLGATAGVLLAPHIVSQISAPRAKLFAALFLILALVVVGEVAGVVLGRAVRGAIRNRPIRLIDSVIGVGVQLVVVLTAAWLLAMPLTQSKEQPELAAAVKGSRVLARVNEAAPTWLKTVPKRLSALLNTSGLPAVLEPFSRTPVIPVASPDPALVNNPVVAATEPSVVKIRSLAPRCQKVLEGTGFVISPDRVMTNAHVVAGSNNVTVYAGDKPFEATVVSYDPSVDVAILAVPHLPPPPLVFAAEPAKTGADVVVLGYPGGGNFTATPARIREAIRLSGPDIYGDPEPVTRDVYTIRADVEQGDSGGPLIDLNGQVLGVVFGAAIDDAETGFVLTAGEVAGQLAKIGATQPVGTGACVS
FBA Mtb inh – Mtb FBA enzyme inhibitors, primary screen, biochemical, fluorescence, strain H37Rv; purified M. tuberculosis FBA, fluorescence read-out; inhibition, % at 1 µM; Fructose-bisphosphate aldolase (Mycobacterium tuberculosis (strain ATCC 25618 / H37Rv)), …; 360,000 tested, 2.3% active; AID 588726, 2011; in the data active = inhibition above about 27%;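 also: 0% = vehicle and 100% = reference inhibitor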
Target sequence (P9WQA3 whole entry, looked up): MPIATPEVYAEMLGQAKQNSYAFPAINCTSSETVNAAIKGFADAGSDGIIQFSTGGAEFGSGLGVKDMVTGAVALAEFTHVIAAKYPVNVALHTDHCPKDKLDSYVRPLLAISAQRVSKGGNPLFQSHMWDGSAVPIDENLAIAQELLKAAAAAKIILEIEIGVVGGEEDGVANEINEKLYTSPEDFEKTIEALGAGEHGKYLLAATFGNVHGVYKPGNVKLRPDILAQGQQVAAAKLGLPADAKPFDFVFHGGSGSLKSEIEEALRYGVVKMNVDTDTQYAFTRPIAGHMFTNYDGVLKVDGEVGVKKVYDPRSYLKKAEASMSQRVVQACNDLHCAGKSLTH
BoNT F protease – BoNT/F light chain protease inhibitors, primary screen, biochemical, flow cytometry, MLPCN library; Botulinum neurotoxin type F light chain protease (Clostridium botulinum); 360,000 tested, 0.22% active; inhibition, % at 10 µM; Multiplex microsphere protease cleavage assay; in the data active = inhibition above about 35%, passing the limit was not always enough; inconclusive = no clear call, values can overlap the other calls; also: plate controls were buffer without enzyme for full effect and enzyme alone for no effect
* marks the source's active call; other numbers are inactive results; ? = inconclusive; . = not tested or not shown. Rule as the data show it, unless noted: active = inhibition above about 30%; inactive = the rest. Not a hit list; any-hit rate near 4.9%.

item	Compound	UGM FP inh	MazF activator	BioA inh	GDH-TPI inh	DUSP3 inh
1	O=c1[nH]c(SCCOc2ccccc2F)nc2ccccc12	3.6	15	.	7	6
2	CC(C)NC(=O)CN(C(=O)CCC(=O)Nc1nccs1)c1ccc2c(c1)OCO2	-2.0	13	-1.3	-3	-9
3	CCOc1cccc2sc(N(CCN(C)C)C(=O)c3cc4ccccc4cc3OC)nc12	7.1	1	23	6	11
4	Cc1cc(C)cc(NC(=O)c2ccc(CN3CCc4ccccc4C3)cc2)c1	1.5	5	-0.2	7	-8
5	C=C(C)COc1ccc2c(C)c(CC(=O)OC)c(=O)oc2c1C	0.6	-3	-0.8	30	-9
6	CC(C)=CC1C(C(=O)Nc2ccc(Br)cn2)C1(C)C (stereo not drawn)	1.2	9	.	1	18
7	Cc1ccccc1-n1nnnc1SCC(=O)Nc1ccc(N2CCN(C)CC2)cc1	2.8	5	-2.9	10	39
8	Cc1ccc(C(=O)N/N=C(/CC(=O)c2cccs2)C(F)(F)F)cc1	-1.5	3	-1.5	6	3
9	O=S(=O)(NC(CO)Cc1ccccc1)c1cc(Cl)ccc1F (stereo not drawn)	.	4	-1.0	5	.
10	C/C(=N\O)C(C)NC(=O)c1ccccc1 (stereo not drawn)	6.4	16	.	0	-3

item	FadD28 binding	CCHFV vOTU inh	Rv3671c protease	FBA Mtb inh	BoNT F protease
1	-5.1	13	3	0	-5
2	-2.2	-13	3	0	5
3	-7.6	18	0	5	8
4	0.4	-16	-13	0	?
5	-0.3	.	-9	89*	-6
6	-1.2	5	-3	0	4
7	-0.5	2	-7	3	-9
8	4.1	13	-15	-9	-6
9	-2.6	3	.	0	3
10	-0.8	3	-10	6	-1

Next records follow:
item	Compound	UGM FP inh	MazF activator	BioA inh	GDH-TPI inh	DUSP3 inh
11	CCOc1ccc(CCNC(=O)c2cccc(S(=O)(=O)N3CCCCC3)c2)cc1OCC	0.8	4	.	-3	.
12	COc1ccc(CCNC(=O)CSc2cn(Cc3ccccc3)c3ccccc23)cc1OC	-2.0	5	-0.2	6	-7
13	CCOC(=O)C1=C(C)N(CCCC(=O)O)C(=O)NC1c1ccc(OC)cc1 (stereo not drawn)	2.5	2	0.6	4	9
14	O=C(CSc1nnc(-c2ccncc2)n1-c1ccc(F)cc1)NC(=O)NCc1ccco1	0.2	5	1.1	6	13
15	CCOc1ccccc1NC(=O)CCC(=O)O	-2.4	4	-1.7	12	14
16	O=C(O)c1cc2c(cc1NC(=O)c1c(F)cccc1F)OCCCO2	0.3	6	-0.9	2	6
17	COc1ccc(C2CC(=O)c3cnn(-c4nc(C)cc(C)n4)c3C2)cc1 (stereo not drawn)	-0.5	11	.	-4	8
18	Cc1c(CCO)c(=O)n(-c2ccccc2)n1S(=O)(=O)c1c(Cl)cc(Cl)cc1Cl	0.3	2	0.9	0	-3
19	COC(=O)[C@]1(C)N[C@H](c2ccc(-c3cccc(Cl)c3)cc2)[C@@H]2C(=O)N(C)C(=O)[C@@H]21	-2.5	2	0.4	-4	.
20	Cc1cc(Nc2ccc(C)c(F)c2)n2ncnc2n1	-1.5	-2	2.1	0	6

item	FadD28 binding	CCHFV vOTU inh	Rv3671c protease	FBA Mtb inh	BoNT F protease
11	-3.2	11	2	-1	-37
12	0.6	0	2	-1	-11
13	-0.6	-1	3	-1	4
14	-0.7	1	5	0	2
15	-1.5	-3	2	1	-9
16	-2.0	-8	-1	0	6
17	-0.9	9	4	0	5
18	-4.7	2	10	-1	0
19	-6.3	2	3	1	-10
20	-1.1	-3	0	-2	-6

Continued.
item	Compound	UGM FP inh	MazF activator	BioA inh	GDH-TPI inh	DUSP3 inh
21	O=C(Oc1ccc[nH]c1=O)c1ccccc1	.	7	-1.6	-4	.
22	CCC(C)(C)n1nnnc1CN1CCSCC1	3.7	4	-0.7	13	32
23	COc1ccccc1Cc1c(-c2cccc(Cl)c2)nc2ccc(Cl)cn12	.	.	-6.1	.	.
24	CC(C)N(Cc1ccccc1)S(=O)(=O)N(C)C	-4.0	2	-0.6	-4	-5
25	ONC(=Nc1ccccc1)c1ccc(Cl)cc1	0.0	6	.	-4	-4
26	Cc1noc(C)c1C(=O)Nc1nc(-c2ccc([N+](=O)[O-])cc2)cs1	2.4	9	-0.7	14	2
27	CCC(OC(=O)c1nsc(Cl)c1Cl)C(=O)NCCOC (stereo not drawn)	1.9	9	.	-6	-5
28	O=C(CSc1nnc(Cc2ccccc2)n1-c1ccccc1)N1CCOCC1	-2.3	4	0.5	10	15
29	O=C(CCCN1C(=O)S/C(=C/c2ccccc2)C1=S)Nc1ccc(C(=O)O)cc1	3.6	-4	0.2	11	1
30	O=C(NCCc1ccccc1)c1ccc(-c2ccccc2C(F)(F)F)o1	0.1	-6	.	.	0

item	FadD28 binding	CCHFV vOTU inh	Rv3671c protease	FBA Mtb inh	BoNT F protease
21	-3.0	-5	.	0	2
22	-0.6	9	-5	0	-7
23	-3.4	9	.	3	0
24	-3.5	11	2	2	?
25	0.3	-2	4	-2	4
26	-2.3	3	-1	0	6
27	-1.5	-4	-2	0	-5
28	-1.1	7	18	-1	-4
29	0.3	-4	2	-2	-1
30	.	8	-15	.	.

Continuation.
item	Compound	UGM FP inh	MazF activator	BioA inh	GDH-TPI inh	DUSP3 inh
31	CN(CCCNC(=O)Cn1cc2c(n1)CCCC2)C1CCCCC1	-0.4	-1	-1.2	0	38
32	COc1ccc(/C=C2\SC(=S)N(CCC(=O)Nc3cccc(O)c3)C2=O)cc1OC	1.0	-24	0.1	14	-5
33	CNC(=O)C1(C(F)(F)F)C/C(=C\CCO)CCCO1 (stereo not drawn)	0.6	1	-1.0	-2	9
34	COc1ccc(C(=O)NCC(=O)OCc2cccc(Br)c2)cc1	0.1	1	0.3	8	34
35	CCCCc1ccc(Nc2ncnc3nc[nH]c23)cc1	1.6	4	4.3	-5	32
36	CC(C)N1CCN(C(=O)c2ccc([N+](=O)[O-])cc2)CC1	-1.4	1	-2.1	-2	.
37	CCCCC(c1nc2ccccc2[nH]1)n1c(-c2ccccc2)nc2ccccc21 (stereo not drawn)	.	.	-2.2	.	.
38	CCNC(=O)Cc1ccc(S(=O)(=O)N2CCOCC2)s1	-0.2	1	-0.8	-2	.
39	CNS(=O)(=O)c1ccc(CNC[C@H]2O[C@@H](n3cnc4c(=O)[nH]c(N)nc43)[C@H](O)[C@@H]2O)cc1	.	.	-1.7	.	.
40	CC(=O)Nc1ccc(OC(=O)c2cc3cc(Br)cc(Br)c3oc2=O)cc1	-1.1	.	.	.	0

item	FadD28 binding	CCHFV vOTU inh	Rv3671c protease	FBA Mtb inh	BoNT F protease
31	-1.9	-1	7	5	-10
32	-0.6	3	-42	-1	6
33	-0.7	9	-9	-2	-4
34	-3.5	-16	-4	-1	-5
35	-6.1	17	-6	1	-5
36	-0.5	-7	2	-2	.
37	-2.2	-4	.	4	-7
38	-2.5	6	-3	-2	.
39	-1.5	-4	.	0	-6
40	.	4	-19	.	.

The last 3 records of the part above open the next one.
item	Compound	UGM FP inh	MazF activator	BioA inh	GDH-TPI inh	DUSP3 inh
38	CCNC(=O)Cc1ccc(S(=O)(=O)N2CCOCC2)s1	-0.2	1	-0.8	-2	.
39	CNS(=O)(=O)c1ccc(CNC[C@H]2O[C@@H](n3cnc4c(=O)[nH]c(N)nc43)[C@H](O)[C@@H]2O)cc1	.	.	-1.7	.	.
40	CC(=O)Nc1ccc(OC(=O)c2cc3cc(Br)cc(Br)c3oc2=O)cc1	-1.1	.	.	.	0
41	CCN(C[C@H]1N[C@@](CC)(C(=O)OC)[C@H]2C(=O)N(Cc3ccccc3)C(=O)[C@@H]12)C(=O)c1ccc(C(C)(C)C)cc1	.	-2	-1.7	-9	.
42	CCOc1ccc(Oc2ccc(NS(=O)(=O)c3ccc(CCC(=O)O)cc3)cc2)cc1	.	-3	0.2	5	.
43	COc1ccccc1C(NC(=O)CC(C)C)c1c(O)ccc2ccccc12 (stereo not drawn)	-1.3	6	-0.5	-1	25
44	CC(=O)Nc1ccc2c(O)cc(S(=O)(=O)O)cc2c1	.	-34	-0.5	11	.
45	CCOc1ccccc1-n1c(SCC(=O)N(C(C)C)C(C)C)nnc1-c1cccnc1	-1.3	2	-0.9	4	18
46	Cc1ccc2c(CN3CCCCC3)cc(=O)oc2c1	0.2	1	1.0	6	16
47	O=C(/C=C/c1cccc([N+](=O)[O-])c1)NCCc1ccc(F)cc1	-2.8	-4	.	7	-1
48	O=C(NNC(=O)c1cc(Cl)ccc1O)c1ccc(NS(=O)(=O)c2cccs2)cc1	3.0	5	-0.7	13	.
49	COc1cc(CNCC2CCCO2)ccc1OCC(N)=O (stereo not drawn)	-3.1	6	.	-3	19
50	CCN(CC)C(=O)CSc1nc2nc(C)cc(C)c2c(=O)[nH]1	5.4	7	-1.0	12	12

item	FadD28 binding	CCHFV vOTU inh	Rv3671c protease	FBA Mtb inh	BoNT F protease
38	-2.5	6	-3	-2	.
39	-1.5	-4	.	0	-6
40	.	4	-19	.	.
41	-5.6	3	5	0	2
42	-3.2	-5	.	0	-1
43	-0.6	5	-1	8	?
44	2.5	12	.	2	-3
45	-2.2	10	-2	2	-14
46	0.4	8	-5	3	-20
47	-2.2	5	4	1	1
48	6.0	7	-3	29*	.
49	-0.7	-12	5	5	-3
50	0.0	-1	8	4	-8

Single records (already shown). Order of values: UGM FP inh, MazF activator, BioA inh, GDH-TPI inh, DUSP3 inh, FadD28 binding, CCHFV vOTU inh, Rv3671c protease, FBA Mtb inh, BoNT F protease
COc1ccccc1C(NC(=O)CC(C)C)c1c(O)ccc2ccccc12 (stereo not drawn) as listed: -1.3, 6, -0.5, -1, 25, -0.6, 5, -1, 8, ?
CC(=O)Nc1ccc2c(O)cc(S(=O)(=O)O)cc2c1 as listed: ., -34, -0.5, 11, ., 2.5, 12, ., 2, -3

The list continues.
item	Compound	UGM FP inh	MazF activator	BioA inh	GDH-TPI inh	DUSP3 inh
51	O=C(NCCCn1ccnc1)C1CCN(S(=O)(=O)c2ccc(F)cc2)CC1	-1.5	-5	-1.1	0	2
52	CCCCC(=O)N(C)c1c(CC)nc2c(OCc3ccc(C#N)cc3)cccn12	.	.	1.8	5	.
53	O=C(CNC(=O)c1ccco1)Nc1ccc(OC(F)F)cc1	3.5	-21	-1.9	6	27
54	COc1ccc(Br)c(Cn2c(C)c(C(=O)NCc3ccccc3C(F)(F)F)sc2=O)c1	.	.	-1.9	1	.
55	CCN(C(=O)COC(=O)CCC(=O)c1cccs1)C1CCCCC1	0.8	-13	1.3	7	.
56	CCCn1c(SC(C)C(=O)NCC2CCCO2)nc2sc3c(c2c1=O)CCC3 (stereo not drawn)	1.4	6	.	7	.
57	C=C1C(=O)C=C[C@]2(C)C[C@@H]3OC(=O)[C@](C)(O)[C@H]3C[C@@H]12	-3.2	14	0.9	-1	11

item	FadD28 binding	CCHFV vOTU inh	Rv3671c protease	FBA Mtb inh	BoNT F protease
51	0.0	7	0	1	-33
52	-3.8	-9	.	1	1
53	-0.4	-10	.	2	-18
54	-4.0	13	.	-1	-2
55	0.0	12	6	5	19
56	-3.3	9	-4	-2	18
57	-2.9	4	-1	1	8
